# M. tuberculosis HTS: M. tuberculosis growth inhibition, HTS (AID 449762); actives 0.59% (n = 330,000); M. tuberculosis H37Rv growth inhibition, 7H9 media; higher % means a stronger effect; inhibition, % at 25 µM; hits with a dose series show IC50 in µM; in the data active means a potency from the dose series; inconclusive means inhibition above about 70% without an active follow-up result;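 further: bacterial growth assessed after seven days of incubation; strong numbers were not always called active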
# Salmonella PhoP GFP: PhoP regulon inhibitors, Salmonella typhi PhoP promoter GFP reporter, confirmatory (AID 1850); Salmonella Typhi PhoP-promoter GFP reporter, fluorescence, 4 h; higher % means a stronger effect; one-dose inhibition, % at 50 µM; IC50 in µM for titrated hits; actives 0.33% (n = 310,000); in the data active means a potency from the dose series; inconclusive means inhibition mostly from about 25% at the one dose, without a potency; inactive means the rest, 99 in 100 with inhibition below about 19%;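 further: 0% = induced wells with vehicle and 100% = uninduced wells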
# VEEV TC-83 Vero: inhibitors of VEEV TC-83 cytopathic effect, confirmation, Vero cells (AID 588727); actives 0.13% (n = 350,000); one-dose inhibition, % at 20 µM; IC50 in µM for titrated hits; Vero cells, VEEV TC-83 cytopathic effect inhibition; higher % means a stronger effect; in the data active means a potency from the dose series; inconclusive means inhibition mostly from about 14% at the one dose, without a potency; inactive means the rest, 99 in 100 with inhibition below about 12%; further: strong numbers were not always called active
# M. tuberculosis: growth inhibition of non-replicating M. tuberculosis (AID 488890). Mycobacterium tuberculosis non-replicating, growth inhibition; higher % means a stronger effect. actives 0.39% (n = 320,000). inhibition, % at 25 µM, or IC50 in µM where a hit was titrated; in the data active means a potency from the dose series; inconclusive means inhibition mostly from about 82% at the one dose, without a potency; inactive means the rest, 99 in 100 with inhibition below about 76%;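 further: plate controls were DMSO cells for no effect and high antibiotic wells for full effect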
# influenza NS1A: H1N1 influenza NS1A inhibitors, functional cell based assay (AID 504329); NS1A functional cell-based assay, percent inhibition; higher % means a stronger effect; one-dose inhibition, % at 12.5 µM; IC50 in µM for titrated hits; actives 0.3% (n = 340,000); in the data active means a potency from the dose series; inconclusive means inhibition above about 27% without an active follow-up result; further: strong numbers were not always called active
# * marks the source's active call; other numbers are inactive results; i = inactive; ? = inconclusive; . = not tested or not shown.
SMILES,M. tuberculosis HTS,Salmonella PhoP GFP,VEEV TC-83 Vero,M. tuberculosis,influenza NS1A
CC1CCN(C(C)C(=O)Nc2ccc(S(=O)(=O)N3CCCC3)cc2)CC1 (centres undefined),4%,.,0.5%,1%,1%
O=C(C(=O)N1CC=C(c2ccccc2)CC1)c1c[nH]c2ccccc12,6%,-4%,3.0%,22%,4%
COc1ccc(OC)c(C(=O)c2coc3cc(Br)c(O)c(Br)c23)c1,3%,-5%,3.2%,38%,-19%
O=S(=O)(Nc1ccc(-c2nc3cccnc3s2)cc1)c1cccs1,-10%,-7%,10%,-2%,9%
CCC(=O)NNc1cccc(Cl)n1,-11%,0%,0.3%,-11%,-2%
CCCCSc1nnc(NC(=O)CCc2ccccc2)s1,-3%,-5%,0.2%,8%,0%
O=C(CCSc1ccc(Br)cc1)c1ccc(O)cc1,5%,-4%,4.9%,?,-16%
CCN1CCN(c2nc(Nc3ccc(OC)cc3)nc(N)c2[N+](=O)[O-])CC1,-1%,4%,10%,-7%,.
CCCCNc1cc(=O)n(C)c(=O)[nH]1,-10%,-11%,i,-1%,3%
COc1ccc(C(=O)OCCc2cc3ccccc3c(=O)o2)cc1,11%,.,3.5%,51%,-3%
FC(F)Oc1ccc(NC(=S)NCC2COc3ccccc3O2)cc1 (centres undefined),-4%,12%,i,80%,-8%
Nc1ccc(S(=O)(=O)Nc2ccccn2)cc1,5%,5%,0.8%,8%,0%
O=C(CSc1nc(O)c(-c2ccccc2)c(=O)[nH]1)N1CCOCC1,5%,9%,0.7%,2%,-1%
CCN1CCN(C(=O)c2ccc(COc3cccc(Cl)c3)o2)CC1,20%,9%,i,-1%,-9%
Cc1noc(C)c1COc1ccccc1C(=O)NCCc1ccc(F)cc1,.,.,8.4%,.,-1%
Cn1cc(S(=O)(=O)N2CCN(c3cccc(C(F)(F)F)c3)CC2)c(=O)n(C)c1=O,-5%,0%,0.4%,1%,-6%
O=C(CCOc1ccccc1)Nc1ccc(Cl)c(S(=O)(=O)N2CCOCC2)c1,.,.,8.3%,.,-9%
COc1ccc2c(c1)O[C@@H](c1cccc(C(F)(F)F)c1)[C@H](OC(=O)Nc1ccc(OC(F)F)cc1)C2=O,?,-11%,.,10%,.
CCC(=O)N1CCc2cc(Br)cc(S(=O)(=O)NCc3ccccc3OC)c21,-3%,-22%,i,-5%,6%
CCCCCc1c(O)nc(SCCN(CC)CC)[nH]c1=O,0%,4%,0.6%,-16%,-4%
CCN(CC1CCCO1)C(=O)CCc1nnc(CCc2ccccc2OC)o1 (centres undefined),-4%,-7%,0.1%,-5%,-4%
Cc1ccccc1NC(=O)CON=C(N)c1ccccc1,0%,.,0.2%,7%,-11%
COc1ccc(CCC(=O)Nc2nc3ccccc3[nH]2)cc1OC,1%,6%,11%,-4%,-3%
Cc1cc(C)c(C)c(S(=O)(=O)N2CCN(C(=O)c3cc(S(=O)(=O)N4CCOCC4)ccc3F)CC2)c1C,-2%,.,6.3%,38%,5%
CCN1CCN(CCC(=O)Nc2ccc(Br)cc2)CC1,-6%,13%,0.3%,-3%,3%
Cc1ccc(NC(=O)CN2C(=O)S/C(=C/c3ccncc3)C2=O)cc1,-6%,6%,1.3%,-13%,-5%
CCCn1c(N)c(NCCN2CCOCC2)c(=O)n(CC(=O)NCc2ccccc2)c1=O,5%,0%,1.3%,-3%,-4%
CCCc1[nH]nc2c1C(c1ccccc1OC)C(C#N)=C(N)O2 (centres undefined),-10%,-6%,5.0%,0%,-9%
COc1ccc(NS(=O)(=O)c2cc(NC(=O)c3ccc(C)s3)ccc2N2CCOCC2)cc1,?,31%,3.7%,46%,-14%
Cc1cccc(C(=O)N2N=C(c3ccc(NS(C)(=O)=O)cc3)CC2c2cccs2)c1 (centres undefined),3%,-15%,7.2%,-6%,-5%
CCOc1ccc(S(=O)(=O)N2CCN(C(=O)c3ccc(C)c(S(=O)(=O)N4CCOCC4)c3)CC2)cc1,0%,.,i,11%,-3%
CCC(=O)N1CCN(c2ccc(Cl)cc2NC(=O)c2cccc([N+](=O)[O-])c2)CC1,10%,-9%,24%,-3%,-6%
COc1ccc(N2CCN(C(=O)c3ccc4nc(N5CCCCC5)sc4c3)CC2)cc1,-6%,-6%,1.4%,-6%,8%
COc1ccc(Br)c(C(=O)Nn2c(C)nc3ccccc3c2=O)c1,3%,7%,0.2%,-7%,-4%
O=C1c2ccccc2C(Nc2ccccc2)N1c1cccnc1 (centres undefined),-2%,-1%,1.6%,-3%,-3%
COCCCN1CC23C=CC(O2)C(C(=O)O)C3C1=O (centres undefined),-3%,-2%,1.6%,-8%,2%
Cc1cc(OCC(=O)NCc2ccncc2)ccc1Cl,-12%,-2%,0.5%,-1%,1%
COC(=O)C1=C(c2ccc(S(C)(=O)=O)cc2)C[C@@H]2CC[C@H]1N2C(=O)NCC1CC1,9%,-11%,0.9%,-5%,8%
CCOc1ccccc1C(=O)N(C)CC(=O)Nc1ccc(OC)cc1,-6%,1%,1.1%,-19%,0%
CCCCOC(=O)CCc1c(C)n[nH]c1C,6%,7%,1.0%,12%,.
COc1ccc2c(c1)CCc1c(C(=O)N(C)c3ccccc3)noc1-2,0%,12%,0.9%,22%,-8%
Cc1ccc(NC2=CC(=O)CCC2)cc1C,-2%,-5%,i,-5%,-18%
Cc1oc2ccc(OC(C(=O)O)c3ccccc3)cc2c1C(=O)O (centres undefined),11%,0%,0.2%,-1%,-7%
COc1ccc(CCNC(=O)c2ccc(CS(=O)(=O)c3ccc(Br)cc3)o2)cc1OC,-3%,0%,4.5%,0%,1%
Cc1c(C(=O)NCCN2CCOCC2)sc2nc(-c3ccc(F)cc3)cn12,1%,-2%,2.6%,-4%,-11%
Cc1cc(C)c(OCC(=O)OCC(=O)NCc2cccs2)c(C)c1,5%,11%,0.3%,10%,5%
O=C(NCc1ccccc1)c1noc2c1CCCCC2,0%,0%,2.3%,15%,-17%
COc1ccc(-c2nc(C#N)c(N3CCCCCC3)o2)cc1OC,0%,14%,6.5%,44%,11%
Cc1cccc(N2CCN(C(=O)CCc3nc4ccccc4c(=O)[nH]3)CC2)c1C,6%,.,8.9%,-2%,-22%
O=C(/C=C/c1cccc([N+](=O)[O-])c1)OCC(=O)N1CCOCC1,-6%,.,1.6%,7%,-10%
COc1ccc(-c2noc(CCC(=O)NCCCN3CCC(C)CC3)n2)cc1,0%,-14%,0.8%,12%,2%
Cc1onc(-c2ccccc2)c1C(=O)NCC1CCCO1 (centres undefined),1%,4%,2.3%,-3%,-4%
CC(C)(C)C1(O)CC(C(F)(F)F)=NN1C(=O)Cc1ccc([N+](=O)[O-])cc1 (centres undefined),1%,12%,0.5%,32%,2%
COCCCN1C(=O)C(=O)/C(=C(/O)c2ccc(OCC(C)C)cc2C)C1c1cccnc1 (centres undefined),-6%,-5%,0.4%,2%,-9%
CCCCC(=O)Nc1cccc(NC(=O)c2cccnc2Cl)c1,-3%,1%,1.0%,-7%,-26%
Cc1ccc2[nH]c3c(c2c1)CCCC3C(N)=O (centres undefined),-3%,-4%,0.8%,-5%,-9%
COC(=O)c1ccc(COc2ccc(C(C)(C)C)cc2)o1,6%,3%,i,59%,-8%
CCOc1ccccc1NC(=O)c1cc(-c2ccccn2)nc2ccccc12,?,.,8.1%,-13%,-7%
COc1ccccc1Nc1ncnc2nc[nH]c12,-11%,-3%,3.6%,-6%,-7%
COC(=O)C1CCN(Cc2cn(-c3ccccc3)nc2-c2ccc3c(c2)OCO3)CC1,17%,-4%,0.5%,13%,2%

# New compounds follow
SMILES,M. tuberculosis HTS,Salmonella PhoP GFP,VEEV TC-83 Vero,M. tuberculosis,influenza NS1A
COc1ccc(-c2nnn(CCc3nn[nH]n3)n2)cc1,-5%,2%,i,0%,-7%
CCc1ccccc1N=Cc1c(C)c(C#N)c2[nH]c3ccccc3n2c1=O,.,.,0.7%,.,-12%
Cc1coc2cc3oc(=O)cc(C)c3cc12,5%,-6%,i,10%,7%
CCn1c(O)c(N=NC(=O)Cc2csc(N3CCOCC3)n2)c2ccccc21,3%,-2%,8.7%,7%,3%
Cc1ccccc1OCCC(=O)Nc1ccc(F)c(Cl)c1,3%,-4%,0.5%,67%,-3%
Cc1c(C(=O)O)[nH]c2c1C(=O)CC(c1ccc(Cl)cc1)C2 (centres undefined),7%,-4%,0.9%,25%,-10%
Cc1cccc(N(CC(N)=O)C2SC(=O)NC2=O)c1 (centres undefined),1%,-4%,1.1%,2%,-20%
CCOc1ccc(NC(=O)COC(=O)c2c(OC)cccc2OC)cc1,?,-4%,1.6%,34%,-8%
Cc1ccc(-n2nc3cc(C)c(N)cc3n2)cc1,2%,9%,2.4%,45%,-6%
CCOc1c(C)cc(S(=O)(=O)NCc2cccnc2)c(C)c1C,-3%,-8%,i,15%,1%
CCOC(=O)c1cnc(SCC(=O)N2CCc3ccccc32)nc1N,2%,-2%,0.7%,-20%,-7%
CCCN(CCC)CCSc1nc(O)c(C(C)C)c(=O)[nH]1,1%,0%,i,1%,-15%
CCOC(=O)c1c(C)[nH]c(C)c1C(=O)COC(=O)c1ccc(OC)cc1,3%,-16%,1.5%,59%,-2%
CCOc1ccc(-c2n[nH]c(=S)c3ccccc23)cc1,0%,-15%,2.1%,4%,24%
CCc1c(C)sc(NC(=O)Cn2nc(C(F)(F)F)c3c2CCCC3)c1C#N,6%,-12%,i,10%,6%
CCCCc1nc2cc(C(=O)N3CCN(c4nc(C)cnc4C)CC3)ccc2o1,18%,0%,3.1%,58%,5%
CCC1CCCCN1CCCCOc1cccc(Cl)c1 (centres undefined),0%,1%,i,-9%,7%
O=c1[nH]cc(N2CCCCCC2)c(=O)[nH]1,7%,1%,i,-8%,8%
CC(=O)N1CC[n+]2c(-c3ccc(Cl)cc3Cl)csc21,-1%,0%,i,-12%,-10%
CC(=O)Nc1ccc(NC(=O)CS(=O)(=O)Cc2ccccc2)cc1,-4%,-14%,i,-5%,-5%
CCO[C@H]1OC(C(=O)N2CCOCC2)=C[C@@H](C2CC2)[C@@H]1CCCO,-8%,-6%,0.1%,-2%,-6%
FC(F)(F)c1ccccc1CNCc1ccncc1,-4%,-7%,i,-7%,-28%
O=C(CNC(=O)c1ccc2ccccc2c1)NC1CCCCC1,3%,.,1.7%,9%,-10%

# Source: PubChem (Southern Research Specialized Biocontainment Screening Center)
